High-throughput results from PubChem.
SSB-PriA inh – inhibitors of Klebsiella pneumoniae PriA binding to SSB C-terminal tail | 430,000 tested, 0.6% active | AlphaScreen SSBct-PriA binding, biotinylated peptide | inhibition, % at 33 µM | AID 1272365; in the data active = inhibition mostly above about 37%, no sharp cut-off; inactive = mostly below about 20%;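 also: plate controls were negative control peptide for no effect and reference peptide for full effect; strong numbers were not always called active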
* = called active by the depositor; & = joins results of further samples.

entry	Molecule	SSB-PriA inh
1	O=C(CCCN1C(=O)/C(=C/c2ccccc2F)SC1=S)Nc1ccc2oc(=O)ccc2c1	9
2	O=C(c1nccnc1-c1nc2ccccc2s1)N1CCc2ccccc21	4
3	Cc1ccc2nc(NC(=O)CSc3nc(-c4ccccc4Cl)ns3)sc2c1	-9
4	COc1ccccc1C(=O)Nc1ccc(-n2nnn(CC(=O)NCc3ccco3)c2=O)cc1	-4
5	O=C(COc1ccccc1F)N1CCN(C(=O)[C@H]2C[C@@H]2c2ccccc2)CC1	-11
6	CCOC(=O)C(=NNc1cc(Cl)ccc1Cl)N1CCN(CC)CC1	11
7	Cc1nc(C)c(C(=O)N2CCCN(CCn3cccn3)CC2)s1	-6
8	CCOC(=O)NCCn1ccc(-c2cccs2)n1	-17
9	Cc1noc(Cc2ccccc2NC(=O)c2cccc(C(F)(F)F)c2)n1	-16
10	O=C(NC1CCC(Oc2ncccn2)CC1)c1ccoc1 (configuration not stated)	-3
11	O=C(Nc1ccn2nccc2c1)c1cc2ccccc2o1	-7
12	Cc1c(C=NNC(=O)CNc2ccccc2)c2ccccn2c1C(=O)c1ccccc1	-1
13	CCOCC(=O)Nc1cnn([C@H]2CCOC2)c1	-16
14	CN(N=Cc1cc(Br)cc(Br)c1O)c1cccc(C(F)(F)F)n1	-13
15	Cc1ccc(CNC(=O)Cn2nc(C3CCN(S(C)(=O)=O)CC3)n(C)c2=O)cc1	-16
16	O=C(NCCn1ccc(C(F)(F)F)n1)c1cnc2ccccc2n1	-4
17	Cc1onc(-c2ccccc2Cl)c1C(=O)N1CC(Oc2nccs2)C1	-16
18	O=C(CSc1nnc2ccc(-c3ccco3)nn12)c1ccc(F)cc1	4
19	O=S(=O)(c1cccc(F)c1)N1CCCCCC1	-17&-7
20	Cc1cc(C)n(-c2cc(NC(=O)c3ccccc3Br)ncn2)n1	-3

Overlap with the part before: three compounds, followed by the next part.
entry	Molecule	SSB-PriA inh
18	O=C(CSc1nnc2ccc(-c3ccco3)nn12)c1ccc(F)cc1	4
19	O=S(=O)(c1cccc(F)c1)N1CCCCCC1	-17&-7
20	Cc1cc(C)n(-c2cc(NC(=O)c3ccccc3Br)ncn2)n1	-3
21	COc1cc(C(=O)NCCOc2ccc(F)cc2)on1	-2
22	NS(=O)(=O)c1ccc(NC(=O)CSc2nnc(-c3sc4ccccc4c3Cl)o2)cc1	-18&30
23	COc1ccc(C2=Nc3ccccc3SC2c2nc3ccccc3[nH]2)cc1 (configuration not stated)	9
24	O=C(c1ccc[nH]1)N1CCN(Cc2nncn2C2CCCCC2)CC1	2
25	CCOc1ccccc1NC(=O)NCC[C@H](O)C1CC1	-6
26	O=C(C1CN(S(=O)(=O)C2CC2)C1)N1CCN(c2ncccn2)CC1	-6
27	COc1cc(Br)cc(C=Nc2ncn[nH]2)c1O	8
28	O=C(c1ccc(Oc2ncccn2)cc1)N1CCN(c2ccc(-n3cccc3)nn2)CC1	-16
29	O=C(CN1CCCc2ccccc21)NN=Cc1c(O)ccc2ccccc12	31
30	CS(=O)(=O)c1ccc(Nc2nc(C(=O)N3CCCC3)cs2)cc1	2
31	COc1ccc(S(=O)(=O)NCCc2csc(-c3cccc(F)c3)n2)cc1C	-19
32	COc1ccc(C(=O)Nc2cc(C)nn2C(C)C)cc1	-5
33	CCOc1ccc(C)cc1S(=O)(=O)Nc1ccc2c(c1)N(C(=O)COC)CCC2	-1
34	CCOC(=O)c1c(NC(=O)CN2C(=O)/C(=C/c3ccccc3Cl)SC2=S)sc(C)c1C	-13
35	COC(=O)c1ccc(C(=O)N(C[C@H]2CCCO2)c2nc3c(SC)cccc3s2)cc1	-4
36	CCOc1ccc(C(=O)NCC2(c3cccs3)CCCC2)cc1	-27
37	COCCN(Cc1ccoc1)C(=O)CC1CCCC1	-2
38	COC(=O)c1ccc(S(=O)(=O)Nc2ccccc2Cc2nc(C3CC3)no2)cc1	5
39	CCOC(=O)N1CCC(NC(=O)c2nc(C)ns2)CC1	-17
40	COc1ccc2ccccc2c1C=NNC(=O)c1ccc([N+](=O)[O-])cc1	5

Carrying on:
entry	Molecule	SSB-PriA inh
41	NC(=O)c1ccccc1NC(=O)C1CCN(c2cc(C3CC3)ncn2)CC1	1
42	CCOc1ccccc1C(=O)NCCn1ccnc1-c1cccnc1	2
43	CSc1ccc(C2N(c3cc(C)on3)C(=O)C3CCCN32)cc1 (configuration not stated)	7
44	Cc1cc(NC(=O)CSc2ncc(-c3ccc(Cl)cc3)o2)ccc1Br	-10
45	Cn1c(=O)oc2ccc(S(=O)(=O)NC(c3cccnc3)C3CCOCC3)cc21 (configuration not stated)	-19
46	O=C(CC=NOCc1c(Cl)cccc1Cl)c1ccc(Cl)cc1	-12
47	Cc1ccccc1OCCn1cc(C(N)=NO)c2ccccc21	15
48	CCOC(=O)c1cc(C)sc1N=CC1C(=O)NC(=S)NC1=O	-10
49	Cc1ccc(NC(=O)c2ccc(=O)[nH]n2)cc1F	-10
50	O=S(=O)(NCCN1CCN(c2ccccc2F)CC1)c1ccc(F)c(Cl)c1	-12
51	CC[C@@](CNS(=O)(=O)c1cccs1)(OC)c1ccccc1	-5
52	CCC(=NNC(=O)c1ccccc1Cl)c1c(O)n(C2CCCCC2)c(=O)[nH]c1=O	-14
53	CCc1ccc(S(=O)(=O)NCCc2sc(-c3ccc(OC)c(OC)c3)nc2C)s1	-9&-3
54	Cc1cc(OC(=O)CC(c2ccccc2)c2ccccc2)c([N+](=O)[O-])c(=O)[nH]1	-12
55	CC1(C)CC(=O)C2=C(C1)OC(N=CN1CCOCC1)=C(C#N)C2c1ccccc1 (configuration not stated)	-11
56	CC(=O)Nc1ccc(S(=O)(=O)NC(C)Cn2cncn2)cc1 (configuration not stated)	1
57	CCS(=O)(=O)c1ccc(-c2ccc(NC(=O)CSCc3ccccc3)cc2)nn1	-14
58	COCCNC(=O)N1CCN(c2nc3c(OC)cccc3s2)CC1	-14
59	O=C1C2CCCN2C(c2cccnc2)N1c1ccccn1 (configuration not stated)	-3
60	O=C(Nc1cccc(F)c1)c1ccc2c(c1)CC(c1ccc(Cl)cc1)OC2=O (configuration not stated)	-3

Shown with each value named: part of the list above.
[20] Cc1cc(C)n(-c2cc(NC(=O)c3ccccc3Br)ncn2)n1
  SSB-PriA inh = -3

[21] COc1cc(C(=O)NCCOc2ccc(F)cc2)on1
  SSB-PriA inh = -2

[22] NS(=O)(=O)c1ccc(NC(=O)CSc2nnc(-c3sc4ccccc4c3Cl)o2)cc1
  SSB-PriA inh = -18&30

(cont.)
entry	Molecule	SSB-PriA inh
61	O=C(NCc1cccs1)N[C@H]1CCN(c2nccs2)C1	0
62	O=C(NCCn1ccnc1C1CC1)C1(c2ccc(Cl)cc2)CCCC1	-10
63	CS(=O)(=O)NCCn1nc(-c2ccc(F)cc2)ccc1=O	-10
64	COc1ccc(S(=O)(=O)C(CNC(=O)c2c(OC)cccc2OC)c2cccs2)cc1 (configuration not stated)	-9
65	COCCCNC(=O)Cn1c(=O)n(CC2CCC(C(=O)NCCc3ccccc3)CC2)c(=O)c2ccccc21 (configuration not stated)	-8
66	C=CCn1ccn(-c2ccc(OC)c(Cl)c2)c(=O)c1=O	4
67	O=C(CSc1ccc2nnc(-c3cccnc3)n2n1)OCc1ccccc1	-4
68	Cc1ccc(S(=O)(=O)c2nc(-c3ccccc3)oc2Sc2nc3ccccc3s2)cc1	-6
69	CS(=O)(=O)c1ccc(-c2nnc(SCCCN3C(=O)c4cccc5cccc(c45)C3=O)o2)cc1	-6&2
70	O=C(Cc1ccccc1Cl)Nc1ccn2nccc2c1	-3
71	NC(=O)C(=NO)c1ccccc1	-13
72	O=C(Cn1cc(C=NNC(=O)c2ccccc2Br)c2ccccc21)Nc1ccc(F)cc1	-11
73	O=C(NCCOc1ccc(F)cc1)c1c(F)cccc1Cl	-5
74	Cc1cccc(CC(=O)NC[C@H](O)C2CCCCC2)c1	-19
75	COc1cccc(C=NNC(=O)c2cc(-c3cccn3C)n[nH]2)c1	6
76	O=C(NCC1COC2(CCCC2)O1)c1cc2ccccc2oc1=O (configuration not stated)	-3
77	Cc1cccc(NC(=O)C2(c3cccs3)CCCC2)c1C	-15
78	O=c1c(-c2ccccc2)coc2cc(OCCN3CCN(Cc4ccc5c(c4)OCO5)CC3)ccc12	10
79	COC(CNC(=O)CCc1ccc(C(F)(F)F)cc1)c1ccsc1 (configuration not stated)	-19
80	COc1cccc(C2C(=C(O)c3ccc4c(c3)OCCO4)C(=O)C(=O)N2c2nnc(C)s2)c1 (configuration not stated)	-4

The results go on.
entry	Molecule	SSB-PriA inh
81	CC(C)CNC(=O)C(=O)NN=Cc1cccs1	-7
82	O=C(Cc1cccs1)NCCc1nc2c(c(C(F)(F)F)n1)CCCC2	-20
83	Cc1nnsc1C(=O)N1CCC(CNC(=O)c2cc(C3CC3)on2)CC1	-11
84	COc1ccc(-c2ccc(S(=O)(=O)N3CC(S(=O)(=O)CC(C)C)C3)cc2)cc1	-7
85	COc1ccc(CNC(=O)c2nnn(-c3ccccc3Cl)c2-c2ccncc2)c(OC)c1	5
86	COc1ccc2oc(=O)c(C(C)=NNc3ccccc3)cc2c1	-2
87	Cc1ccc(C2C(=C(O)c3ccc(Cl)cc3)C(=O)C(=O)N2CC2CCCO2)o1 (configuration not stated)	-8
88	O=C(NN=Cc1c[nH]c2ccccc12)c1[nH]c2ccc(Br)cc2c1-c1ccccc1	3
89	O=C(Cn1nc(-c2cccs2)c2sc(N3CCOCC3)nc2c1=O)Nc1ccc(Cl)cc1	7
90	CN(C)S(=O)(=O)c1ccc(-c2nnc(NC(=O)CSc3ccc(F)cc3)o2)cc1	-1
91	C=c1cc(C)ccc1=C1NN=C(NC(=O)c2cc3ccccc3cc2OC)O1	-6
92	Cc1cn2nc(C(=O)Nc3nccs3)cc2c(=O)[nH]1	-4
93	CC(C)c1nnc(C2CCN(C(=O)NCCCc3ccccc3)CC2)o1	-8
94	CC(Cc1ccco1)NC(=O)CCS(=O)(=O)c1ccccc1 (configuration not stated)	-24
95	O=C(NCCS(=O)(=O)N1CCN(Cc2ccccc2)CC1)c1cccc2ccccc12	-20
96	CCc1cc(=O)n(CCNC(=O)Nc2cccs2)cn1	0
97	COc1ccc(Cl)c2sc(NCCCN3CCOCC3)nc12	27
98	CC(C)CCN1C(=O)C(C)(C)COc2ccc(NS(=O)(=O)c3ccc4c(c3)OCCO4)cc21	-9
99	Cc1cc(C)n(-c2cc(N3CCC[C@H](C(=O)NCCc4csc(-c5ccccc5)n4)C3)ncn2)n1	-2
100	CCOC(=O)c1ccccc1NC(=O)CSc1nnc(C)c2cnn(-c3ccccc3OC)c12	9

New compounds follow:
entry	Molecule	SSB-PriA inh
101	CN(C)CCOC(=O)c1ccc(N2Cc3ccccc3C2=N)cc1	-16
102	O=C(NCC(c1ccco1)N1CCN(c2ccc(F)cc2)CC1)c1cccc([N+](=O)[O-])c1 (configuration not stated)	30
103	CC(C)(C)c1ccc(C=NN2C(=O)CSC2=S)cc1	18
104	CC(C)(C)c1nnc(NN=Cc2ccccc2O)n(N)c1=O	67
105	O=S(=O)(CCc1ccccc1)N1CCN(c2ccc(-c3ccccc3)nn2)CC1	-3
106	O=C(O)CN1CCN(c2cccc(Cl)c2)C1=O	-6
107	Cc1cc(-c2nnc(NC(=O)C3CCCCN3S(=O)(=O)c3cccs3)o2)n(C)n1 (configuration not stated)	14
108	O=C(CN(CCc1ccccc1)S(=O)(=O)c1ccc(Br)cc1)NN=Cc1ccccc1C(=O)O	7
109	CC12CCC3C(CC=C4CC(O)CCC43C)C1C/C(=C\c1ccc(C(F)(F)F)cc1)C2=O (configuration not stated)	3
110	O=C(CSc1nnc(CNC(=O)c2ccccc2C(F)(F)F)n1-c1ccc([N+](=O)[O-])cc1)Nc1nccs1	11
111	CC(=O)C(=NNc1ccccc1)Sc1nnc(C(O)c2ccccc2)n1-c1ccccc1 (configuration not stated)	12
112	O=C(c1cc(-c2ccccc2)on1)N(CC(F)(F)F)C1CCOCC1	-1
113	Cc1ccc(CNC(=O)CCCn2nc(-c3ccco3)ccc2=O)cc1	-10
114	O=C(Cn1cccn1)N1CCN(c2cc(-n3cncn3)ncn2)CC1	-8
115	CCOc1ccc(-c2cc3c(SCC#N)nccn3n2)cc1Cl	-13
116	Cc1cccc(-n2nnnc2SCC(=O)N(c2ccccc2)C(C)C)c1	4
117	O=C(NCc1cccs1)N1C2CCC1COC2	2
118	CCn1c(SCc2ccc(C(=O)OC)o2)nc2cc(-c3ccccc3)sc2c1=O	-1
119	CCN(CC)CCN(C(=O)c1ccc(S(=O)(=O)N(C)Cc2ccccc2)cc1)c1nc2c(C)cccc2s1	24
120	COc1ccc(C(=O)C(C)OC(=O)c2cc3cccc(OC)c3oc2=O)cc1 (configuration not stated)	-11

Part of the list above, field by field:
#81 CC(C)CNC(=O)C(=O)NN=Cc1cccs1
  SSB-PriA inh = -7
#75 COc1cccc(C=NNC(=O)c2cc(-c3cccn3C)n[nH]2)c1
  SSB-PriA inh = 6

Later entries.
entry	Molecule	SSB-PriA inh
121	COc1ccc(OC)c(C=NNC(=O)CCCC(=O)Nc2cccc(Br)c2)c1	-2
122	O=C(CSc1nc2[nH]ncc2c(=O)n1-c1ccccc1)Nc1ccc(F)cc1	-7
123	COc1cc(C(=O)Nc2cccc(-c3ccc4nncn4n3)c2)c([N+](=O)[O-])cc1OC	-7
124	COc1cc(NC(=O)c2cc3ccccc3s2)ccc1N1CCCC1=O	-15

Three structures already listed, sorted by formula weight, largest number first.
entry	Molecule	SSB-PriA inh
123	COc1cc(C(=O)Nc2cccc(-c3ccc4nncn4n3)c2)c([N+](=O)[O-])cc1OC	-7
120	COc1ccc(C(=O)C(C)OC(=O)c2cc3cccc(OC)c3oc2=O)cc1 (configuration not stated)	-11
124	COc1cc(NC(=O)c2cc3ccccc3s2)ccc1N1CCCC1=O	-15

Not all compounds are listed; the hit share may differ from the screen's.
